ADAM17 inh – inhibitors of human ADAM17; P78536; recombinant ADAM17, EDANS/DABCYL FRET peptide cleavage; inhibition, % at 6.95 µM; actives 0.83% (n = 370,000); AID 720648;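 active means inhibition above the mean of compounds lying between control limits plus 3 SD, set per campaign, cut at about 8.5% in these data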;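 further: 0% = DMSO-only wells as the low control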
hgDAF-12 ag – hgDAF-12 agonism, primary luciferase screen; HEK293 GAL4-hgDAF12 UAS-luciferase reporter, agonist luminescence; normalized to butyrate control; activation, % at 6.8 µM; actives 1.8% (n = 370,000); AID 687014;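 active means activation above a cutoff set at the mean of all screened compounds plus 3 SD, cut at about 10% in these data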;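 further: 0% = DMSO wells and 100% = sodium butyrate wells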
ssDAF12 agonist – activates DAF-12 receptor from parasite S. stercoralis; HEK293 ssDAF-12/GRIP1 lit1-tk-luc reporter, luminescence; % of 3 µM dafachronic acid response; activation, % at 6.8 µM; actives 1% (n = 370,000); AID 652126;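 active means activation above the mean over all tested compounds plus 3 SD, cut at about 0.9% in these data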;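 further: 0% = DMSO-only wells and 100% = 3 µM delta7-dafachronic acid wells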
MBD2 inh – inhibitors of human MBD2 binding to methylated oligonucleotide | AID 686964 | TR-FRET | Q9UBB5 | actives 0.31% (n = 370,000) | inhibition, % at 4.4 µM; in the data active means inhibition above about 13%
PLCb3 inh – PLC-beta3 (human) inhibition, primary screen. Q01970. Purified PLC-beta3, fluorogenic substrate, fluorescence. inhibition, % at 12.2 µM. actives 0.18% (n = 370,000). AID 720704; in the data active means inhibition above about 11%;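 further: 0% = median of compound wells on plate and 100% = full blocker control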
PLCg1 inh – inhibitors of human phospholipase C gamma1; purified PLC-gamma1, fluorogenic substrate, fluorescence; actives 0.84% (n = 370,000); P19174; inhibition, % at 12.2 µM; in the data active means inhibition above about 9.5%
DAX1 inh-1 – inhibits human nuclear receptor DAX1. P51843. HEK293 Gal4-DAX1 luciferase reporter, luminescence. inhibition, % at 6.75 µM. actives 0.99% (n = 340,000). AID 504766;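 active means inhibition above the mean over all tested compounds plus 3 SD, cut at about 4.2% in these data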;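 further: 0% = DAX1-transfected cells with DMSO and 100% = empty-vector control cells with DMSO; inhibition shows as a rise in luminescence from relieved DAX1 repression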
Target sequence (P51843 207-470 limits assumed): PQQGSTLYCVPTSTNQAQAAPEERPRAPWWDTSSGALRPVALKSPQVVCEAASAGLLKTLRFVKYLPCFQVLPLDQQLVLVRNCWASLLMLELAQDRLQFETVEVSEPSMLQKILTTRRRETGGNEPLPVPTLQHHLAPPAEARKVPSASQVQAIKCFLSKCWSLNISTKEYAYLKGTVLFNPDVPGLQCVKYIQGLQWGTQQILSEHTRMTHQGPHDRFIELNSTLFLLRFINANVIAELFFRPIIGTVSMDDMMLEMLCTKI
DAX1 inh-2 – blocks DAX1 repression of SF-1 activated StAR promoter. HEK293T StAR-luciferase reporter, SF-1/DAX-1 repression relief. inhibition, % at 6.8 µM. actives 1.1% (n = 370,000). AID 652010;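 active means inhibition above the mean over all tested compounds plus 3 SD, cut at about 3.6% in these data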;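 further: 0% = DAX-1 cells with DMSO and 100% = cells lacking DAX-1 with DMSO; higher inhibition means more luminescence from relief of DAX-1 repression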
NR1D1 modulator – modulates human Rev-erb alpha binding to DNA | Rev-erbα–FITC-DNA binding, fluorescence polarization, 90 min | actives 0.79% (n = 370,000) | P20393 | activity, % at 10 µM | AID 1259318;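 active means activity above about 14%, limit read from the data; passing the limit was not always enough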;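 further: 0% = DMSO wells with 35 nM protein and 100% = DMSO wells with 750 nM protein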
Target sequence (P20393 whole entry, looked up): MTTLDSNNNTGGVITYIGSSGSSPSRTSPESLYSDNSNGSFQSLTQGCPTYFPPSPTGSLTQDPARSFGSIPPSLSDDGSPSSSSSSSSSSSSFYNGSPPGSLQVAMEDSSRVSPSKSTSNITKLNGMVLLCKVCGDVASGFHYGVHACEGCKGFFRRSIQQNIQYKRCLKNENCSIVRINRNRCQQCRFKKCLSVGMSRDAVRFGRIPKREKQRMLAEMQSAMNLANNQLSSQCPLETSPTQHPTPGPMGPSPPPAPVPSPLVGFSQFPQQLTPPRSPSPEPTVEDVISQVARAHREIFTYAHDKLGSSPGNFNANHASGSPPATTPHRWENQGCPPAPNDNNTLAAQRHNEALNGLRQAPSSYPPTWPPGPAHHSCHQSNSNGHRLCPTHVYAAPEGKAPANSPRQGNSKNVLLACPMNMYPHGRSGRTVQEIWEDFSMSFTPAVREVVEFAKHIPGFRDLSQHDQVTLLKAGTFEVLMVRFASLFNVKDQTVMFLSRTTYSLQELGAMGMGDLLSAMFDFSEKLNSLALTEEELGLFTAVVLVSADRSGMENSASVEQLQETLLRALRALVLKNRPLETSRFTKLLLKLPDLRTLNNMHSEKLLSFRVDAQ
hcDAF-12 act – activates DAF-12 receptor from parasite H. contortus | HEK293 hcDAF-12 lit1-tk-luc reporter, luminescence; 0% DMSO, 100% Δ7-dafachronic acid | activation, % at 6.8 µM | actives 1.4% (n = 370,000) | AID 652067;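 active means activation above the mean of all tested compounds plus 3 SD, cut at about 5.5% in these data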;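 further: 100% = response to 3 µM Δ7-dafachronic acid high control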
SMARCA2 activ – increases SMARCA2 function in MMTV reporter cells. activation, % at 9.1 µM. MG213 cells, MMTV-luciferase reporter, dexamethasone, overnight. actives 1% (n = 370,000); in the data active means activation above about 7.8%;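 further: 0% = vehicle wells and 100% = reference activator wells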
* marks the source's active call; other numbers are inactive results.

`CC(C)c1ccccc1NC(=O)COC(=O)COc1ccccc1[N+](=O)[O-]` gave ADAM17 inh -3, hgDAF-12 ag 2.5, ssDAF12 agonist 1.9*, MBD2 inh -1, PLCb3 inh 1, PLCg1 inh 0, DAX1 inh-1 2.8, DAX1 inh-2 -0.5, NR1D1 modulator -3, hcDAF-12 act -1.3 and SMARCA2 activ -2.
`NC(=O)c1ccccc1OCC(=O)O` gave ADAM17 inh 0, hgDAF-12 ag 1.0, ssDAF12 agonist -0.7, MBD2 inh 1, PLCb3 inh 0, PLCg1 inh 1, DAX1 inh-1 1.0, DAX1 inh-2 -0.2, NR1D1 modulator 1, hcDAF-12 act 0.0 and SMARCA2 activ 1.
`Cc1cc(NC(=O)CCSc2ccc(Cl)cc2)no1` gave ADAM17 inh -3, hgDAF-12 ag 0.7, ssDAF12 agonist -1.7, MBD2 inh 6, PLCb3 inh -2, PLCg1 inh -1, DAX1 inh-1 -0.9, DAX1 inh-2 -0.4, NR1D1 modulator 1, hcDAF-12 act -0.9 and SMARCA2 activ 1.
`Cc1cccc(/C(N)=N/OC(=O)Cc2cccs2)c1` gave ADAM17 inh -3, hgDAF-12 ag 9.2, ssDAF12 agonist -0.8, MBD2 inh 5, PLCb3 inh -2, PLCg1 inh 3, DAX1 inh-1 3.6, DAX1 inh-2 0.6, NR1D1 modulator -4, hcDAF-12 act 2.0 and SMARCA2 activ 4.
For CCCCNC(=O)Nc1ccccc1C(=O)NCc1ccco1 the results were ADAM17 inh -6, hgDAF-12 ag -4.1, ssDAF12 agonist -0.9, MBD2 inh -2, PLCb3 inh -13, PLCg1 inh -7, DAX1 inh-1 0.7, DAX1 inh-2 -0.3, NR1D1 modulator 1, hcDAF-12 act -1.5 and SMARCA2 activ 0.
For COc1ccc(CNC(=O)C(C)N=C2NS(=O)(=O)c3ccccc32)cc1OC (stereo not given) the results were ADAM17 inh -7, hgDAF-12 ag -3.4, ssDAF12 agonist -1.6, MBD2 inh 8, PLCb3 inh 3, PLCg1 inh -2, DAX1 inh-1 0.4, DAX1 inh-2 -0.6, NR1D1 modulator -1, hcDAF-12 act -1.7 and SMARCA2 activ -1.
Screening CC(=O)N1c2ccc(S(=O)(=O)N3CCC(C(=O)N4CCN(c5cccc(C(F)(F)F)c5)CC4)CC3)cc2CC1C (stereo not given) returned ADAM17 inh -3, hgDAF-12 ag -6.5, ssDAF12 agonist -2.0, MBD2 inh -1, PLCb3 inh -5, PLCg1 inh 4, DAX1 inh-1 -4.3, DAX1 inh-2 -0.8, NR1D1 modulator 6, hcDAF-12 act -4.8 and SMARCA2 activ -3.
For Cc1ccc(-c2csc3nc[nH]c(=S)c23)cc1 the results were ADAM17 inh 3, hgDAF-12 ag -3.8, ssDAF12 agonist -1.6, MBD2 inh 4, PLCb3 inh 0, PLCg1 inh 0, DAX1 inh-1 -1.3, DAX1 inh-2 -0.5, NR1D1 modulator 6, hcDAF-12 act -1.6 and SMARCA2 activ -3.
CN(C)S(=O)(=O)c1cccc(C(=O)NCC2CCCO2)c1 (stereo not given) was read as ADAM17 inh 0, hgDAF-12 ag -3.2, ssDAF12 agonist -1.5, MBD2 inh -3, PLCb3 inh -1, PLCg1 inh 5, DAX1 inh-1 -0.2, DAX1 inh-2 -0.9, NR1D1 modulator -1, hcDAF-12 act -2.4 and SMARCA2 activ -1.
`O=C(Nc1cccnc1)c1ccccc1O` gave ADAM17 inh -3, hgDAF-12 ag 3.6, ssDAF12 agonist -1.1, MBD2 inh -9, PLCb3 inh 0, PLCg1 inh 0, DAX1 inh-1 -0.1, DAX1 inh-2 -0.1, NR1D1 modulator -2, hcDAF-12 act 0.6 and SMARCA2 activ -1.
Screening O=C1NC2(CCCCC2)C(=O)N1CC(=O)N1CCc2ccccc21 returned ADAM17 inh -2, hgDAF-12 ag -2.1, ssDAF12 agonist -1.2, MBD2 inh 6, PLCb3 inh 1, PLCg1 inh 0, DAX1 inh-1 0.0, DAX1 inh-2 0.3, NR1D1 modulator 1, hcDAF-12 act -0.9 and SMARCA2 activ -4.
`S=c1[nH]nc(-c2n[nH]c3c2CCC3)n1/N=C/C=C/c1ccco1` gave ADAM17 inh -1, hgDAF-12 ag 0.9, ssDAF12 agonist -0.7, MBD2 inh 1, PLCb3 inh -14, PLCg1 inh -2, DAX1 inh-2 0.6, NR1D1 modulator 4, hcDAF-12 act 2.6 and SMARCA2 activ 2.
`COCCOC(=O)C1=C(C)NC2=C(C(=O)CCC2)C1c1cc2c(cc1Br)OCO2` (stereo not given) gave ADAM17 inh -59, hgDAF-12 ag -2.7, ssDAF12 agonist -1.3, MBD2 inh -1, PLCb3 inh -403, PLCg1 inh -322, DAX1 inh-1 -0.3, DAX1 inh-2 -0.6, NR1D1 modulator 6, hcDAF-12 act 0.8 and SMARCA2 activ -2.
For O=C(NCc1ccccc1)c1cc(-c2ccncc2)nc2ccccc12 the results were ADAM17 inh -6, hgDAF-12 ag -2.2, ssDAF12 agonist -0.7, MBD2 inh 6, PLCb3 inh -9, PLCg1 inh -2, DAX1 inh-1 -0.9, DAX1 inh-2 -0.6, NR1D1 modulator 6, hcDAF-12 act -2.4 and SMARCA2 activ -2.
Screening CCOc1ccc(NC(=O)Cn2cc(C(C)=O)c3ccccc32)cc1 returned ADAM17 inh -3, hgDAF-12 ag 0.0, ssDAF12 agonist -0.6, MBD2 inh 2, PLCb3 inh 0, PLCg1 inh 3, DAX1 inh-1 0.9, DAX1 inh-2 -1.4, NR1D1 modulator 29*, hcDAF-12 act -0.4 and SMARCA2 activ -3.
Screening Cc1ccccc1NC(=O)CN1CCc2ccccc2C1 returned ADAM17 inh -5, hgDAF-12 ag -1.1, ssDAF12 agonist -1.6, MBD2 inh 3, PLCb3 inh -1, PLCg1 inh -1, DAX1 inh-1 0.4, DAX1 inh-2 -0.5, NR1D1 modulator 6, hcDAF-12 act -2.3 and SMARCA2 activ -1.
`O=C(NCCCN1CCCCC1)c1ccc(CS(=O)c2ccc(Cl)cc2)o1` (stereo not given) gave ADAM17 inh 7, hgDAF-12 ag 0.1, ssDAF12 agonist -1.1, MBD2 inh -2, PLCb3 inh -11, PLCg1 inh -1, DAX1 inh-1 0.4, DAX1 inh-2 1.6, NR1D1 modulator 5, hcDAF-12 act 1.4 and SMARCA2 activ -3.
`CCOC(=O)c1cc([N+](=O)[O-])sc1NC(=O)c1ccc(S(=O)(=O)N2CC3(C)CC2CC(C)(C)C3)cc1` (stereo not given) gave ADAM17 inh -6, hgDAF-12 ag 0.7, ssDAF12 agonist -1.8, MBD2 inh -2, PLCb3 inh -2, PLCg1 inh -1, DAX1 inh-1 2.3, DAX1 inh-2 -0.5, NR1D1 modulator -1, hcDAF-12 act -0.3 and SMARCA2 activ -3.
COc1ccc(NC(=O)/C(C#N)=C\c2cc(C)n(-c3ccc(Oc4ccc([N+](=O)[O-])cn4)cc3)c2C)cc1 was read as ADAM17 inh -1, hgDAF-12 ag 2.9, ssDAF12 agonist -1.7, MBD2 inh -1, PLCb3 inh -4, PLCg1 inh -2, DAX1 inh-1 -0.6, DAX1 inh-2 -0.8, NR1D1 modulator -5, hcDAF-12 act -2.6 and SMARCA2 activ 0.
Screening CCn1c(SCC(=O)OC(C)C)nnc1-c1ccccc1 returned ADAM17 inh -1, hgDAF-12 ag -0.3, ssDAF12 agonist -0.9, MBD2 inh -2, PLCb3 inh -4, PLCg1 inh 3, DAX1 inh-2 0.3, NR1D1 modulator 3, hcDAF-12 act -0.7 and SMARCA2 activ -3.
`CCCNC(=O)C[C@@H]1CC[C@@H]2[C@H](COC[C@H](O)CN2C(=O)c2cc(Cl)cc(Cl)c2)O1` gave ADAM17 inh -4, hgDAF-12 ag 2.1, ssDAF12 agonist -1.0, MBD2 inh -2, PLCb3 inh -2, PLCg1 inh -1, DAX1 inh-2 0.4, NR1D1 modulator 3, hcDAF-12 act 0.4 and SMARCA2 activ -1.
Screening O=C(NNc1cccc(Cl)n1)Nc1ccc(F)cc1 returned ADAM17 inh -1, hgDAF-12 ag -6.0, ssDAF12 agonist -1.3, MBD2 inh 2, PLCb3 inh -5, PLCg1 inh 2, DAX1 inh-1 0.3, DAX1 inh-2 0.3, NR1D1 modulator -1, hcDAF-12 act -1.1 and SMARCA2 activ -4.
Screening Cc1ccc(C)c(SCC(=O)Nc2cc(S(=O)(=O)N3CCOCC3)ccc2C)c1 returned ADAM17 inh 0, hgDAF-12 ag -1.8, ssDAF12 agonist -0.8, MBD2 inh 2, PLCb3 inh -3, PLCg1 inh 2, DAX1 inh-1 -1.4, DAX1 inh-2 -0.7, NR1D1 modulator -4, hcDAF-12 act -0.8 and SMARCA2 activ 1.
CCCOc1ccc(C(=O)Nc2ccccc2[N+](=O)[O-])cc1 was read as ADAM17 inh -2, hgDAF-12 ag 13*, ssDAF12 agonist -0.4, MBD2 inh -2, PLCb3 inh 3, PLCg1 inh 3, DAX1 inh-1 1.1, DAX1 inh-2 0.5, NR1D1 modulator 8, hcDAF-12 act 3.9 and SMARCA2 activ 2.
CCCCCC(C)n1[nH]c(=O)cc1N (stereo not given) was read as ADAM17 inh -6, hgDAF-12 ag -3.1, ssDAF12 agonist -1.1, MBD2 inh 1, PLCb3 inh 4, PLCg1 inh -1, DAX1 inh-1 0.1, DAX1 inh-2 -0.5, NR1D1 modulator -2, hcDAF-12 act -2.1 and SMARCA2 activ -1.
CSc1cccc(NC(=O)COc2cccc3ccccc23)c1 was read as ADAM17 inh 1, hgDAF-12 ag -0.9, ssDAF12 agonist -1.4, MBD2 inh -1, PLCb3 inh 4, PLCg1 inh 2, DAX1 inh-1 -2.4, DAX1 inh-2 0.1, NR1D1 modulator 0, hcDAF-12 act -0.9 and SMARCA2 activ 5.
For CCN(CC(=O)Nc1ccc(OC)cc1)C(=O)c1ccc2[nH]c3c(c2c1)CC(C)CC3 (stereo not given) the results were ADAM17 inh -2, hgDAF-12 ag 0.8, ssDAF12 agonist -1.3, MBD2 inh -2, PLCb3 inh -10, PLCg1 inh 1, DAX1 inh-1 1.0, DAX1 inh-2 -1.7, NR1D1 modulator -6, hcDAF-12 act -0.6 and SMARCA2 activ 3.
Screening COc1cc2c(cc1OC)C(C(=O)NCc1cccnc1)C(c1cccnc1)N(C)C2=O (stereo not given) returned ADAM17 inh -3, hgDAF-12 ag -0.4, ssDAF12 agonist -0.6, MBD2 inh 0, PLCb3 inh 1, PLCg1 inh -1, DAX1 inh-1 0.6, DAX1 inh-2 0.0, NR1D1 modulator 8, hcDAF-12 act 0.4 and SMARCA2 activ -3.
For CN(CC(=O)N1CCN(c2ccccc2F)CC1)S(=O)(=O)c1cnc[nH]1 the results were ADAM17 inh -6, hgDAF-12 ag -0.7, ssDAF12 agonist -0.7, MBD2 inh 6, PLCb3 inh 2, PLCg1 inh 0, DAX1 inh-1 -1.3, DAX1 inh-2 0.6, NR1D1 modulator 5, hcDAF-12 act -1.7 and SMARCA2 activ -4.
